KDM5B inh: KDM5B demethylase inhibition. Potency, µM (top dose mostly 57.7 µM), for inactives: at the top dose activity change, negative = inhibition, actives largely listed as inhibitors. 2.6% of 220,000 active. Q9UGL1. KDM5B demethylase, FDH-coupled NADH fluorescence (FDH is formaldehyde dehydrogenase); active means well fitted inhibition curve with a large enough effect; inconclusive means small, poorly fitted or top-dose-only effect; inactive means no such curve, though single readings can be large or run the other way; further: 0% is about no effect; nearly all actives have a fitted effect of over 70% in size
Target sequence (Q9UGL1 whole entry, looked up): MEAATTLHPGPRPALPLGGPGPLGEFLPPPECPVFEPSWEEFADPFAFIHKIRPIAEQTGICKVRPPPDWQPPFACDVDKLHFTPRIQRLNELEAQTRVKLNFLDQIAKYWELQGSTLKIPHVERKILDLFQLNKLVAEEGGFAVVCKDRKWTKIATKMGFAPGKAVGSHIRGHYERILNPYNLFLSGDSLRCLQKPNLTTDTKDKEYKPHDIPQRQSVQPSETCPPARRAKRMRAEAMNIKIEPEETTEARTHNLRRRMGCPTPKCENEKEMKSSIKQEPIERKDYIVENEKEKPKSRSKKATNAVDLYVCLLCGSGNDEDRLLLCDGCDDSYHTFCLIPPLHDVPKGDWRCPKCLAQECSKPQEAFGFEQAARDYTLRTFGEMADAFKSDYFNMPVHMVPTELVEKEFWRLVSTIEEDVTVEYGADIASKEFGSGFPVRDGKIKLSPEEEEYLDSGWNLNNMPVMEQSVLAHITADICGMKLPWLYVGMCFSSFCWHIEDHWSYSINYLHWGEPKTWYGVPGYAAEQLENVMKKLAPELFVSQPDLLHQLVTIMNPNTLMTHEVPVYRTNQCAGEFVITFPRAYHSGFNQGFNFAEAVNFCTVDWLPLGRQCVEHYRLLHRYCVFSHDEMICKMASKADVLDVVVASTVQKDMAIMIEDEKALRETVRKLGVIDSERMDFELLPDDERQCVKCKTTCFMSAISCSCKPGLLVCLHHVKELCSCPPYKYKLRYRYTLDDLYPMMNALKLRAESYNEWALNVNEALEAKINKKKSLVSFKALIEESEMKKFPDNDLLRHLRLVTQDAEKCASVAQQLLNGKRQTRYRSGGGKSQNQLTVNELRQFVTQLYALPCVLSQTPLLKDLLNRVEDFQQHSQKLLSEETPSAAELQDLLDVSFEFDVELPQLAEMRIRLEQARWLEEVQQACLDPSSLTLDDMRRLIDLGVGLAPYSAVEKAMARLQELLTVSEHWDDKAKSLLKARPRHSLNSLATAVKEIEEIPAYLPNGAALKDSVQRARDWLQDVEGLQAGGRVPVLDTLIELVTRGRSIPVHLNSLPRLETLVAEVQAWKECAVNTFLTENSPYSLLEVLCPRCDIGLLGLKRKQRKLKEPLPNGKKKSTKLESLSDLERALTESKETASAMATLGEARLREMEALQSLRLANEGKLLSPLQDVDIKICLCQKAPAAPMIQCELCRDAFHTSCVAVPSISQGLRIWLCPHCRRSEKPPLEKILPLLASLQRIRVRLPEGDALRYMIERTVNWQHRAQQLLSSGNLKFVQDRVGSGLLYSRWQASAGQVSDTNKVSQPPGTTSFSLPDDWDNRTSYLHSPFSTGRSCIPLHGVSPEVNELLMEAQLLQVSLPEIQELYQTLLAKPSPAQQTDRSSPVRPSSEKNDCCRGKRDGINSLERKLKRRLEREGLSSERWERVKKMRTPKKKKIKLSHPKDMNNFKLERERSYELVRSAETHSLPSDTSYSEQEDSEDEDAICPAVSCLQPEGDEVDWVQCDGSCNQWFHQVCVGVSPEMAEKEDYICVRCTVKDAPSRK
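Inhibition is measured as reduced NADH fluorescence generation from FDH coupling to formaldehyde release. Truncated KDM5BΔAP at 200 nM final acts on H3K4me3 peptide (12.5 µM in substrate mix) in pH 7.5 HEPES buffer with Tween-20, 30 min, room temperature.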
The depositor's hits bear a star; u = inconclusive; & = joins results of further samples; [ ] = another dose, or the depositor's remark. Potency means the concentration at half of the fitted maximal effect.

KDM5B inh	mol
14.0%	CCOC(=O)C1=C(Nc2ccccc2)O/C(=C/c2ccc(F)cc2)C1=O
44.0%[activator]	Cc1ccc(/C=C/c2cc(C(=O)O)c3ccccc3n2)c(C)c1
10.9%	CC(NC(=O)COc1ccccc1)C(=O)N1CCN(c2ccc(F)cc2)CC1 (stereo not drawn)
17.3%	Cc1ccc(-n2cccc2C=O)cc1Cl
20.8%	Cc1c(NC(=S)NC(=O)c2ccccc2)c(=O)n(-c2ccccc2)n1C
u	O=C(Nc1ccc(F)c(C(F)(F)F)c1)c1ccccc1-c1ccccc1
-24.0%	COc1ccc(-n2c(=O)c3ccccc3n(Cc3cccc(C)c3)c2=O)cc1
-6.0%	CN(Cc1cccnc1)c1nc2c(c(=O)[nH]1)CCN(Cc1ccccc1F)CC2
-0.4%	CCOC(=O)c1[nH]c2c(c1Cc1ccccc1C)C(=O)CC(c1ccccc1)C2 (stereo not drawn)
39.8µM*	CN1CCOc2c(C(=O)NCc3cnn(C)c3)cc(-c3ccccc3)cc21
u	COC(=O)C1=C(C)N=C2SC=C(CC(=O)N3CCCCC3C)N2C1c1ccc(OC)cc1 (stereo not drawn)
28.6%	CCn1c(CN2C(=O)CSc3ccccc32)n[nH]c1=S

Next section; it opens with the six that closed the last part.
KDM5B inh	mol
-24.0%	COc1ccc(-n2c(=O)c3ccccc3n(Cc3cccc(C)c3)c2=O)cc1
-6.0%	CN(Cc1cccnc1)c1nc2c(c(=O)[nH]1)CCN(Cc1ccccc1F)CC2
-0.4%	CCOC(=O)c1[nH]c2c(c1Cc1ccccc1C)C(=O)CC(c1ccccc1)C2 (stereo not drawn)
39.8µM*	CN1CCOc2c(C(=O)NCc3cnn(C)c3)cc(-c3ccccc3)cc21
u	COC(=O)C1=C(C)N=C2SC=C(CC(=O)N3CCCCC3C)N2C1c1ccc(OC)cc1 (stereo not drawn)
28.6%	CCn1c(CN2C(=O)CSc3ccccc32)n[nH]c1=S
u	O=C(CCC[C@@H]1[C@H]2CCCN3CCC[C@@H](CN1C(=O)c1ccsc1)[C@@H]23)N1CCOCC1
u	COc1ccc(NC(=O)Cn2c(=O)n(-c3cccc(C)c3)c(=O)c3c2c2cc(C)ccc2n3C)cc1Cl
-3.5%[149 µM]	COc1ccc(CN2CCCC23Cc2ccccc2CNC3=O)c(O)c1 (stereo not drawn)
11.4%	COc1ccc(C(=O)Nc2cnc3c(cnn3C(C)C)c2)cc1S(=O)(=O)N1CCCC1
-9.5%	COc1ccccc1C(=O)NCCC1CCN(C(=O)Nc2ccc(C)cc2)CC1
9.2%	Cc1n[nH]nc1C(=O)N1C[C@H](CO)C[C@H](CN(C)C)C1
28.2µM*	O=C(c1nnn2c1COC(c1ccccc1)C2)N1CCN(C(=O)c2cccc3[nH]ccc23)CC1 (stereo not drawn)
-12.1%	Cc1cccc(C(=O)N2C[C@@H](COc3ccccc3)[C@H](C(N)=O)C2)n1
32.5%	CN(Cc1cn[nH]c1-c1ccc2c(c1)OCO2)C1CCOCC1
0.7%	Cc1nn(-c2ccccc2)c(C)c1NC(=O)COC(=O)c1ccc(NC(=O)CC#N)cc1
u	Cc1ccc(Nc2sc(C(=O)c3ccc(F)cc3)c(N)c2S(=O)(=O)c2ccc(C)cc2)cc1
-0.3%	CC(=O)N1CCc2cc(S(=O)(=O)NC(Cc3ccccc3)C(=O)NCc3ccccc3Cl)ccc21 (stereo not drawn)

(listing goes on)
KDM5B inh	mol
-84.7%	O=C(CCn1c(=O)c2cccn2c2cccnc21)N1CCN(c2ccc(F)cc2)CC1
21.6%	Cc1ccc(C)c(S(=O)(=O)Nc2nc3ccccc3nc2Nc2ccc(C(=O)O)cc2)c1
3.6%	Cc1cccc(NC(=O)c2cc(S(=O)(=O)N3CCCCCC3)cn2C)c1C
28.0%	Cc1ccc(NC(=O)/C=N/OCC(=O)NCc2ccccc2Cl)cc1
5.2%	COc1ccc(NC(C)=O)cc1NC(=O)C[C@H]1NC(=O)c2ccccc2NC1=O
21.0%	CN(Cc1ccccc1)C(=O)CNC(=O)NCc1ccccc1
-15.0%[86.2 µM]	CN1C[C@@H](NC(=O)Nc2cccc(C(F)(F)F)c2)C[C@H]1c1nc(-c2cnccn2)no1
13.7%	COc1ccc(C(=O)COc2ccccc2C#N)cc1Br
18.4%[86.2 µM]	Cc1nn(-c2ccc(C(C)(C)C)cc2)c(C)c1[C@@H]1C=C[C@@H](NC(=O)NC(C)C)C1
5.2%	CC(=O)NCCCOc1ccc([N+](=O)[O-])cc1Cl
u	COc1ccc2cc(CNC(=O)c3cnc4ccccc4n3)ccc2c1
13.6%	CCCOC(=O)c1c(NC(=O)c2nc3nc(C)cc(C(F)F)n3n2)sc2c1CCCC2

Following part:
KDM5B inh	mol
26.6%	O=C(CSc1nccc(C(F)(F)F)n1)c1ccccc1
-2.7%	COC(=O)CNC(=O)/C(C)=C/c1ccccc1
-9.3%	Clc1ccccc1-n1nnnc1-c1ccccc1
48.9%[activator]	CC(C)N(Cc1nccn1C)C(=O)CC(c1ccccc1)c1ccccc1F (stereo not drawn)
-15.0%	Cc1cc(C)n2nc(SCC(=O)Nc3ccccc3)nc2n1
17.1%	COC(=O)CC1=C(C)C(=O)CC2C(C)(C)CCC[C@]12C (stereo partly drawn)
-12.8%[86.2 µM]	CN1C[C@H](NC2CCC2)CCC[C@@H](C(=O)N(C)Cc2cccnc2)CC1=O
-34.1%	CN(CC(=O)Nc1cccc(F)c1)C(=O)Cc1csc(-c2cccc(Br)c2)n1
u	O=C(Cn1c(=O)n(Cc2ccc(F)cc2)c(=O)c2sccc21)NCc1ccco1
-7.2%	Cc1cc(CN(C)c2cc(C3CC(O)C3)ncn2)n[nH]1 (stereo not drawn)
u	O=C(CCN1CCCC1)c1cccs1
u	OCc1ccc(-c2nc3ccccc3s2)o1

Later entries:
KDM5B inh	mol
28.1%	Cc1ccc(C(=O)COc2ccc(C3CCCCC3)cc2)cc1
-12.3%[86.2 µM]	O=C(c1ccccc1)N1CCC(N2CCCCCC2=O)CC1
-9.5%	Cc1c(NS(=O)(=O)c2cccc([N+](=O)[O-])c2)c(=O)n(-c2ccccc2)n1C
3.8%	COc1ccc(-n2nc(C3CCCN(C(=O)c4ccc(C)cc4)C3)[nH]c2=O)cc1 (stereo not drawn)
-5.4%	CC1=C/C(=N\NC(=S)Nc2ccc(F)cc2)CC1
-16.5%	CCC(=O)N1c2ccccc2CC1C(=O)NCCc1ccc(OC)cc1OC (stereo not drawn)
3.9%	COC(=O)COc1ccc(C2C3=C(CC(C)(C)CC3=O)OC3=C2C(=O)CC(C)(C)C3)cc1
-3.1%	CCc1cc2c(cc3c(=O)n(CC(=O)N4CCCCC4)ncn32)s1
6.9%	COc1ccc(C(=O)NC2CC(=O)N(c3ccc(F)cc3)C2)cc1 (stereo not drawn)
-11.8%[86.2 µM]	O=C(NCc1ccc(Cl)cc1)[C@@H]1Cc2nc[nH]c2CN1Cc1ccc(Cl)cc1
-17.6%	CC(C)CCN1CC(C(=O)NCCc2ccncc2)C2(CCOCC2)C1 (stereo not drawn)
22.5%	N#CC1(C(=O)Nc2cccc(I)c2)CCCC1

Next section.
KDM5B inh	mol
2.2%	O=C(O)c1ccc(CNC2CCCCC2)cc1
u	COc1ccc(-c2cc3c(c(OC)c2)OCCNC3)nn1
9.4%	CCc1ccc(NC(=O)c2cc3c([nH]c2=O)CC(C)(C)CC3=O)cc1
5.2%	CCNC(=O)CSc1nnc(-c2ccncc2)n1CC(F)(F)F
-25.5%	O=C(CC1CCOCC1)N1CCN(Cc2cccc(F)c2)CC1
22.9%	O=C(Cn1cnc2cc(F)ccc2c1=O)N(C1CC1)C1CCS(=O)(=O)C1 (stereo not drawn)
0.6%	CCOc1cc2sc(N3CCC(C(=O)Nc4ccccc4C(=O)OC)CC3)nc2cc1Br
9.2%	COc1ccc(S(=O)(=O)N2c3ccc(F)cc3CCC2C)cc1 (stereo not drawn)
-10.7%	COc1ccc(CNC(=O)C(C)Sc2nc(-c3ccccc3)cc(C(F)(F)F)n2)cc1 (stereo not drawn)
-14.7%	COc1ccc(C)cc1NC(=O)C1CCC(CNS(=O)(=O)c2ccc3c(c2)CCCC(=O)N3)CC1 (stereo not drawn)
26.7%[149 µM]	O=C1Nc2ccccc2C12CCN(Cc1ccc(F)cc1)C2 (stereo not drawn)
u	COc1ccc(C2CC(=O)c3cc(-c4nc(-c5cccc([N+](=O)[O-])c5)cs4)c(=O)n(-c4ccccc4C)c3C2)cc1 (stereo not drawn)

Copied from the results shown, 2 compounds:
KDM5B inh	mol
2.2%	O=C(O)c1ccc(CNC2CCCCC2)cc1
u	COc1ccc(-c2cc3c(c(OC)c2)OCCNC3)nn1

New compounds follow:
KDM5B inh	mol
-19.3%	O=C(CCc1ncc(-c2ccc(F)cc2)o1)NCc1ccc(Cl)cc1
-9.7%	O=C(CCN1CCN(c2ccccc2F)CC1)Nc1ccccc1Cl
u	CCC(=O)N1CCc2cc(Br)cc(S(=O)(=O)NCCc3cccc(C)c3)c21
-3.7%	O=C([C@@H]1C[C@H](F)CN1C(=O)c1cccc(OC(F)(F)F)c1)N1CCOCC1
12.3%	O=C(COc1ccc(Br)cc1)OCCCC(=O)c1ccccc1
u	CC(C)c1ccc(NS(=O)(=O)c2ccc3[nH]cc(C(=O)NC4CCCCC4)c(=O)c3c2)cc1
-11.5%	CC(C)CCC(C)NC(=O)c1ccc(CNC(N)=O)cc1 (stereo not drawn)
19.4%	COc1cccc(CN2CCCC(Nc3cc(N)ncn3)C2)c1 (stereo not drawn)
-8.1%	Cc1cccc(-n2nc(CC(N)=O)nc2Cn2cc(C)c(=O)[nH]c2=O)c1C
0.3%	Cc1ccc2nc(Nc3nc(CSc4ccc(Cl)cc4)cc(=O)[nH]3)nc(C)c2c1
u	Cc1ccc([N+](=O)[O-])cc1S(=O)(=O)N1CCn2cccc2C1c1ccccc1F (stereo not drawn)
u	O=C1c2cnc(-c3ccsc3)nc2OCCN1CC1CC1

(further entries)
KDM5B inh	mol
-14.3%	COc1cc(OC)c(NC(=O)CCCn2nc(C)c3c(C)n(-c4ccccc4)nc3c2=O)cc1Cl
-9.9%	COc1cccc(C(=O)NCC(c2ccc(N(C)C)cc2)N2CCOCC2)c1OC (stereo not drawn)
-24.3%	CCOc1ccc(C(=O)Nc2ccc(C(=O)OCc3cc(=O)n4c(C)csc4n3)cc2)cc1
u	CC(C)(C)OC(=O)N1CCC(c2c(C(=O)Nc3ccc4c(c3)OCCO4)cnn2-c2ccccc2)CC1
u	Cc1cc(=O)oc2cc(OC(=O)[C@@H](NC(=O)OC(C)(C)C)C(C)C)c(Cl)cc12
-27.4%	COc1ccc(C2=NC(c3ccccc3)=Nc3ccc(C)cc3N2)cc1
u	O=C(CNc1cc(S(=O)(=O)N2CCOCC2)ccc1NCC1CCCO1)Nc1cccc(F)c1 (stereo not drawn)
-6.2%	COc1ccc(NC(=O)C2CCCN(c3ncccn3)C2)cc1 (stereo not drawn)
13.4%	O=C(NCC1CCOCC1)c1ccc(F)cc1
u	Cc1cc(C)c2c(=O)n(CC(=O)Nc3ccc(Br)c(C)c3)sc2n1
0.8%	Cc1ccc(CN(C)C(=O)c2cc(-c3ccncc3)nc3ccccc23)o1
u	COc1ccc(NC(=O)N(CCC(C)C)C(C)c2cccs2)c(OC)c1 (stereo not drawn)

Going on with the list.
KDM5B inh	mol
-14.6%	CCN1CCCC1CNC(=O)C1CCN(S(=O)(=O)c2ccc3c(ccn3CC)c2)CC1 (stereo not drawn)
12.5%	Cc1ccc(NC(=O)CSc2ncc(-c3ccc(Cl)cc3)o2)cc1C
u	Cc1cc(C)cc(NC(=O)C2CCN(S(=O)(=O)c3c(C)noc3/C=C/c3ccco3)CC2)c1
-13.5%[86.2 µM]	O=C1N(C2CCCCC2)C[C@H]2CN(S(=O)(=O)c3ccc(F)cc3)CCN12
16.8%	O=S(=O)(c1ccc(Cl)cc1)N1CCN(c2nc(-c3ccccc3)nc3ccccc23)CC1
1.0%	O=C(COc1ccc(Cl)cc1Cl)Nc1ccc2oc(-c3cccnc3)nc2c1
-20.2%	CC1CCCCN1CCNC(=O)C1CCN(c2nc3cccnc3s2)CC1 (stereo not drawn)
-5.9%	COC(=O)c1ccc(NC(=O)CC2C(=O)N(c3ccccc3)C(=O)N2C2CCCC2)cc1 (stereo not drawn)
2.1%&-24.6%	COc1ccc(Nc2oc(/C=C/c3ccc(F)cc3)nc2C#N)cc1
-21.4%	CCc1cc(CN2C[C@H](NC(=O)c3ncn[nH]3)C[C@H]2C(=O)NC(C)C)on1
-13.6%	Cc1ccc(Cn2nnc3sc4c(c3c2=O)CCC(C)C4)cc1 (stereo not drawn)
-2.6%	Cc1ccc2occ(C3CC(=O)Nc4c3c(C)nn4-c3ccc(=O)[nH]n3)c(=O)c2c1 (stereo not drawn)

Later entries.
KDM5B inh	mol
-28.9%	Cc1nc2ccccc2c(C(=O)NO)[n+]1[O-]
-19.3%	O=C(O)CCC(=O)N1CCc2cc(S(=O)(=O)NCc3ccc(F)cc3)ccc21
10.0%	CNC(=S)NCCSCc1ccccc1F
-11.6%	Cc1cc(C)n2nc(CNS(=O)(=O)c3ccccc3)nc2n1
-6.1%	O=S(=O)(c1ccc2c(c1)OCCO2)c1nc(-c2ccco2)oc1NC1CC1
5.9%	Cc1cc2nc(C(=O)Nc3ccc(Br)cc3)c(N3CCOCC3)nc2cc1C
u	Cc1ccccc1Cn1cc(CCC(=O)NCc2cccc(Br)c2)c2ccccc21
-3.3%	CCOc1cc(/C=C2\NC(=O)NC2=O)cc(Cl)c1OCC
-21.7%	COc1ccccc1C(=O)N1CCC2(CC1)CC(OC)CCO2 (stereo not drawn)
-3.5%	O=C(Cc1ccc2ccccc2c1)Nc1cnc2ccccc2c1
u	C[C@@H](c1ccccc1)N1C(=O)[C@@H]2CN(C(=O)CSc3ccncc3)CCN2C1=O

Compound activity (PubChem)

Only part of the results is shown; the hit share may differ from the screen's.
